GDH-TPI counter – counter-screen for M. tuberculosis FBA inhibitors: GDH-TPI coupled enzymes; AID 588335; GDH-TPI coupled enzyme counterscreen, NADH absorbance; inhibition, % at 4.8 µM; actives 1.2% (n = 360,000);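 further: 0% = DMSO wells and 100% = wells lacking the enzyme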
CCHFV vOTU inh – CCHFV vOTU protease inhibition; Pep-AMC fluorescence; actives 0.55% (n = 370,000); inhibition, % at 11.5 µM; further: 0% = vehicle wells with enzyme and 100% = no enzyme wells
Mtb BioA inh – BioA (M. tuberculosis) enzyme inhibition; purified M. tuberculosis BioA enzyme, plate reader; actives 0.096% (n = 360,000); inhibition, % at 9.99 µM; in the data active means inhibition above about 40%; inconclusive means no clear call, values can overlap the other calls
MazF activator – activators of E. coli MazEF toxin-antitoxin RNase; actives 0.32% (n = 350,000); activation, % at 20 µM; AID 504720; P0AE70; FAM/BHQ RNA-DNA oligo cleavage fluorescence, 5 h; in the data active means activation above about 50%
Target sequence (P0AE70 whole entry, looked up): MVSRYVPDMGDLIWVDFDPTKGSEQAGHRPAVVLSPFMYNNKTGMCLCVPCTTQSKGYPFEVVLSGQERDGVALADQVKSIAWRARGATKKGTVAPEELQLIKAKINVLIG
VHR inh abs – inhibitors of human VHR1 phosphatase (DUSP3); recombinant VHR phosphatase, pNPP absorbance; inhibition, % at 13.3 µM; P51452; actives 0.52% (n = 290,000); in the data active means inhibition above about 50%; further: some compounds called inactive have numbers as strong as hits
Target sequence (P51452 whole entry, looked up): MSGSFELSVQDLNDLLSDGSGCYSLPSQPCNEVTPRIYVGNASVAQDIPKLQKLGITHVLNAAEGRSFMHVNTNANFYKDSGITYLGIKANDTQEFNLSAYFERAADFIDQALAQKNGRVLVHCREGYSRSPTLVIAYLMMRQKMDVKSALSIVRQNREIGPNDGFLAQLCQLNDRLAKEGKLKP
Mtb UGM inh – Mtb UDP-galactopyranose mutase inhibition; P9WIQ1; purified UGM, fluorescence polarization probe displacement; inhibition, % at 10 µM; actives 0.06% (n = 320,000); in the data active means inhibition above about 10%, passing the limit was not always enough; inconclusive means no clear call, values can overlap the other calls
FBA Mtb inh – inhibits M. tuberculosis FBA enzyme | purified M. tuberculosis FBA, fluorescence read-out | inhibition, % at 1 µM | actives 2.3% (n = 360,000); in the data active means inhibition above about 27%;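 further: 0% = vehicle and 100% = reference inhibitor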
Target sequence (P9WQA3 whole entry, looked up): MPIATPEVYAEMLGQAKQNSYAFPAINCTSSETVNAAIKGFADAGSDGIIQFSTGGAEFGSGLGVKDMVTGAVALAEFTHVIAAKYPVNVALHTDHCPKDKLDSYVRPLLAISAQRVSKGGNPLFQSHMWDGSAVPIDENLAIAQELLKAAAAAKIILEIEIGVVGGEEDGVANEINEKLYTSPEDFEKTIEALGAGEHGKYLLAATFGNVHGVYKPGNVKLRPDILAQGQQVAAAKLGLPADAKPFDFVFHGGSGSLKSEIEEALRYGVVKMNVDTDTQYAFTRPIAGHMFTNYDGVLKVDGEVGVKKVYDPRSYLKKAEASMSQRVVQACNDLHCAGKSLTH
FadD28 binding – blocks FadD28 binding to the bisubstrate probe; fluorescence polarization; inhibition, % at 12.5 µM; actives 0.22% (n = 360,000); AID 588549; in the data active means inhibition above about 8.5%, passing the limit was not always enough; inconclusive means no clear call, values can overlap the other calls
Rv3671c protease – inhibitors of M. tuberculosis serine protease Rv3671c. P9WHR9. inhibition, % at 5.96 µM. actives 0.048% (n = 320,000); in the data active means inhibition above about 38%;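 further: extracellular domain of Rv3671c used as enzyme; 0% = enzyme with DMSO and 100% = no enzyme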
Target sequence (P9WHR9 whole entry, looked up, the tested form may be a part): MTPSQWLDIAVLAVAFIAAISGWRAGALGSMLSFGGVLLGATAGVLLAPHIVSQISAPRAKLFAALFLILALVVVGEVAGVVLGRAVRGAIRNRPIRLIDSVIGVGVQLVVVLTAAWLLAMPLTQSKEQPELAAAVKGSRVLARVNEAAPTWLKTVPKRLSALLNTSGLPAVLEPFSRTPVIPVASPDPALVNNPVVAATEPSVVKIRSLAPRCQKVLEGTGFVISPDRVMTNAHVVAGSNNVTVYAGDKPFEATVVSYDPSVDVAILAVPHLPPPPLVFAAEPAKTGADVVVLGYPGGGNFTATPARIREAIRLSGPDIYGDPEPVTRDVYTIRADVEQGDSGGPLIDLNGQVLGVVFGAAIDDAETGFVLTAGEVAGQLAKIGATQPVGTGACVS
BoNT-F LC inh – BoNT F light chain protease inhibition; inhibition, % at 10 µM; actives 0.22% (n = 360,000); Multiplex microsphere protease cleavage assay, flow cytometry; in the data active means inhibition above about 35%, passing the limit was not always enough; inconclusive means no clear call, values can overlap the other calls; further: plate controls were buffer without enzyme for full effect and enzyme alone for no effect
Active calls of the source: *; ? = inconclusive; . = not tested or not shown; & = joins results of further samples. Unless noted, no stated cut-off is given here; in the data, active means inhibition above about 30%; inactive means the rest.

cpd	SMILES	GDH-TPI counter	CCHFV vOTU inh	Mtb BioA inh	MazF activator	VHR inh abs
1	CC(C)c1nc2c(s1)CCc1onc(-c3ccc(Cl)cc3)c1-2	12.6	3.9	-5.3	4.9	.
2	COc1cccc(Sc2nc(-c3ccccc3)ncc2S(C)(=O)=O)c1	-1.5	-11.1	4.3	12.2	-6.2
3	COc1ccc(CN2C(=O)N(c3ccccc3)C(=O)C2CC(=O)Nc2ccccc2)cc1OC (stereo not drawn)	1.9	1.8	.	3.1	18.4
4	Cc1ccc(-c2nn3c(C)nnc3s2)cc1NC(=O)c1ccc(OC(C)C)cc1	4.0	2.6	-0.5	7.1	4.6
5	OCCNc1nc(Nc2ccccc2Cl)nc(N2CCCC2)n1	0.9	1.0	0.4	-2.0	.
6	COc1ccc(CCNC(=O)CSc2nc(-c3ccco3)cc(C(F)(F)F)n2)cc1	20.5	-9.7	-0.2	-1.0	5.9
7	COC(=O)c1nnn(Cc2ccccc2)c1N	-0.9	-5.4	-1.2	-1.3	32.1
8	CCCCN(NC(C)=O)c1nc(Cl)nc(NC(C)C)n1	3.7	-4.1	-0.4	6.4	41.6
9	COc1ccc(OC)c(N=Cc2c(O)[nH]c3ccccc23)c1	9.5	1.5	.	-3.6	47.5
10	CCOC(=O)c1cccc(NC(=O)c2cccs2)c1	0.8	4.2	4.1	3.9	7.2
11	CCN(CC)C(=O)CC1(c2ccccc2OC)CCOC(C(C)C)C1 (stereo not drawn)	3.6	-1.7	2.2	1.1	19.4
12	Cc1cc(C)cc(NS(=O)(=O)c2ccc3oc(=O)ccc3c2)c1	12.4	-0.7	.	-9.8	14.0
13	COc1ccc(NC(=O)CSc2nc3scc(C)c3c(=O)[nH]2)cc1	5.9	5.6	-1.3	-5.2	33.8
14	COc1ccc(NC(=O)C(NC(=O)c2ccc(=O)[nH]c2)c2ccc(OC)cc2)cc1 (stereo not drawn)	7.2	12.1	-0.5	0.5	21.3
15	NS(=O)(=O)c1ccc(CNC(=O)c2cc(-c3ccccc3)nc3ccccc23)cc1	15.2	-7.4	0.2	7.9	23.1

cpd	Mtb UGM inh	FBA Mtb inh	FadD28 binding	Rv3671c protease	BoNT-F LC inh
1	1.7	4.7	-2.5	-10.2	-3.1
2	-0.9	-0.2	-2.7	-5.8	-18.0
3	1.1	-0.7	-4.5	-3.9	-1.5
4	0.9	3.7	0.0	3.7	-6.8
5	-3.0	-0.7	-3.8	4.4	-3.7
6	-1.7	1.2	0.8	-0.1	2.3
7	1.4	0.4	-1.8	-4.8	-4.4
8	1.4	2.1	-0.2	9.5	-1.2
9	0.4	-2.1	-3.7	8.9	-9.9
10	1.9	0.1	-1.3	0.9	2.9
11	-0.8	-1.1	-2.9	1.9	4.8
12	-2.1	6.4	-0.5	-4.4	-0.9
13	1.9	1.1	-1.5	-3.3	10.2
14	-2.5	-0.3	-2.5	1.8	-0.8
15	-0.9	0.5	-8.6	-5.8	-9.2

Structural class, those above with a thiophene ring, fused or not (2)
cpd	SMILES	GDH-TPI counter	CCHFV vOTU inh	Mtb BioA inh	MazF activator	VHR inh abs
10	CCOC(=O)c1cccc(NC(=O)c2cccs2)c1	0.8	4.2	4.1	3.9	7.2
13	COc1ccc(NC(=O)CSc2nc3scc(C)c3c(=O)[nH]2)cc1	5.9	5.6	-1.3	-5.2	33.8

cpd	Mtb UGM inh	FBA Mtb inh	FadD28 binding	Rv3671c protease	BoNT-F LC inh
10	1.9	0.1	-1.3	0.9	2.9
13	1.9	1.1	-1.5	-3.3	10.2

The list continues.
cpd	SMILES	GDH-TPI counter	CCHFV vOTU inh	Mtb BioA inh	MazF activator	VHR inh abs
16	CCOC(=O)C1CCc2nc3ccccc3c(=O)n21 (stereo not drawn)	1.9	-15.4	.	-1.2	27.4
17	Cc1onc(-c2ccccc2Cl)c1C(=O)OCC(=O)Nc1ccc2c(c1)OCO2	7.0	-0.8	2.5	4.8	-5.4
18	Cc1sc(=NC(=O)c2ccco2)n(C)c1-c1ccccc1	38.5*	-7.6	.	-4.3	10.2
19	COc1ccccc1N1CCN(CC(O)COCc2cccs2)CC1 (stereo not drawn)	1.3	1.2	.	-2.0	1.7
20	O=C(COC(=O)c1ccc2c(c1)OCCO2)Nc1cccc(S(=O)(=O)N2CCOCC2)c1	-5.6	6.4	.	7.5	13.2
21	CCOc1cc(/C=C2/C(=N)N3N=C(CC)SC3=NC2=O)ccc1OC(=O)c1ccco1	11.6	6.0	0.5	7.6	1.8
22	Cc1noc(C)c1COc1ccccc1C(=O)N(C)CC(=O)Nc1cccc(F)c1	-0.3	-8.4	0.5	-1.5	.
23	Cc1ccc(C)c(N2CCN(C(=O)C3CCCN(S(=O)(=O)c4c(C)noc4C)C3)CC2)c1 (stereo not drawn)	0.5	-0.5	-1.7	-1.8	27.8
24	CCCc1c(C)c2c(C)[nH]nc2oc1=O	6.9	5.2	0.4	4.7	45.1
25	Cc1ccc(C(C)C)c(OCc2n[nH]c(=S)o2)c1	0.0	1.0	0.0	-3.8	19.8
26	NC(=O)c1ccc(NC(=O)COC(=O)CCSc2ccccc2)cc1	0.0	-11.9	5.1	-0.3	24.6
27	c1ccc(-n2nnc3ccccc32)nc1	-3.1	15.4	.	1.5	33.9
28	COc1ccc(S(=O)(=O)N2CCN(c3ncnc4c(-c5ccccc5)nsc34)CC2)cc1	3.4	8.2	-0.2	-17.4	31.6
29	NS(=O)(=O)c1ccc(N=Cc2c(O)n(-c3ccccc3)c(=O)[nH]c2=O)cc1	7.6	5.3	.	-2.5	19.0
30	CN1CCN(Cc2nc3c(c(=O)n(C)c(=O)n3C)n2CCCc2ccccc2)CC1	1.8	-8.0	0.1	-4.0	15.2

cpd	Mtb UGM inh	FBA Mtb inh	FadD28 binding	Rv3671c protease	BoNT-F LC inh
16	-2.8	2.1	-0.6	2.6	-1.8
17	-1.1	0.3	-1.9	-27.7	4.4
18	-0.4	0.2	0.2	-0.3	-2.0
19	-3.0	1.0	-2.5	-0.3	-0.8
20	-1.0	2.2	0.4	-5.5	-2.3
21	-3.3	-1.4	-2.6	-1.7	0.3
22	-3.8	1.9	-4.3	2.5	1.7
23	1.8	-1.1	-3.4	1.6	-9.9
24	-1.0	2.7	0.1	-1.5	.
25	-0.7	-0.4	-2.9	7.2	1.6
26	-1.5	1.3	-1.5	8.8	-4.1
27	-1.6	-0.1	-2.9	1.8	5.4
28	-3.2	1.2	-3.8	-11.6	-2.5
29	-0.6	-1.1	-3.7	-6.0	-2.5
30	-0.9	0.1	-1.7	-30.9	-15.0

Next structures follow.
cpd	SMILES	GDH-TPI counter	CCHFV vOTU inh	Mtb BioA inh	MazF activator	VHR inh abs
31	CC1CCN(CCCn2c(=S)[nH]c3c(sc4ccccc43)c2=O)CC1	1.9	6.8	1.6	-1.3	2.8
32	O=C(COC(=O)c1cc(=O)[nH]c2ccccc12)Nc1nccs1	-5.3	-5.8	1.9	-2.2	-6.7
33	O=C(Nc1cccc(Cl)c1)O/N=C\c1ccncc1	1.6	3.2	-1.1	-14.9	10.2
34	CS(=O)(=O)c1ccc2nc(NC(=O)C3CCCO3)sc2c1 (stereo not drawn)	-2.8	2.5	.	2.4	21.7
35	c1ccc(-c2nc3cnccn3c2Nc2ccc3c(c2)OCCO3)cc1	8.8	-2.5	13.2	3.9	11.8
36	COc1ccc(CNC(=O)C[C@H]2C[C@H](C(=O)N3CCOCC3)[C@@]3(CCC4CCCC4)c4[nH]c5ccc(Cl)cc5c4CCN3C2=O)cc1OC	-3.1	-0.6	-0.5	2.9	.
37	O=C1C2CC=C(Cl)CC2C(=O)N1CCN1CCOCC1 (stereo not drawn)	0.8	-4.0	-0.3	2.6	-4.1
38	Cc1cc(=O)[nH]c(SCCCOc2ccc(F)cc2)n1	-5.0	4.5	-0.7	-6.0	-6.6
39	O=C1NC(=O)C(c2ccccc2)(C2CCCC2)N1 (stereo not drawn)	10.6	8.6	-2.6	7.7	.
40	NC(=O)Cn1c(=O)n(Cc2ccccc2)c(=O)c2cccnc21	-1.3	8.4	-1.5	2.1	2.1
41	CCc1nc(SCC(=O)Nc2ccc(C(=O)O)cc2)n[nH]1	7.5	9.8	-1.4	1.3	17.0
42	O=C(Nc1ccc2c(c1)OCO2)c1cn(Cc2ccc(F)cc2)nn1	-5.8	14.0	-0.2	31.9	18.9
43	COc1ccccc1OCC(=O)O	18.1&15.8	5.1&-4.2	-0.5&-2.6	-3.4&3.0	7.0&17.8
44	CC(C)(C)c1ccc(CC(=O)N2CCC2(C)C(=O)Nc2cnc3ccccc3c2)cc1 (stereo not drawn)	9.3	19.4	-0.2	.	.
45	O=C(O)c1cccc(-n2cccc2/C=C2/NC(=O)N(c3ccc(Cl)cc3)C2=O)c1	4.8	10.9	.	-6.6	.

cpd	Mtb UGM inh	FBA Mtb inh	FadD28 binding	Rv3671c protease	BoNT-F LC inh
31	0.0	-0.8	-2.6	6.2	1.2
32	-0.2	4.3	0.8	1.0	-5.7
33	2.2	4.0	-2.6	7.2	-7.9
34	4.7	-8.1	-4.5	-14.7	-5.8
35	0.4	-0.5	-1.1	-3.0	-17.5
36	.	1.6	1.4	.	0.4
37	-2.7	-1.2	-2.4	-0.3	-6.4
38	.	-0.2	-2.4	-3.1	-0.9
39	.	3.7	-1.1	.	-1.6
40	-1.3	-0.5	-1.8	-7.1	3.5
41	-1.6	2.4	1.0	5.8	-2.4
42	0.1	5.6	-5.0	3.7	?
43	-0.6&-0.7	-0.2&-0.7	1.6&-1.0	-3.6&-15.5	-19.3&10.1
44	.	0.2	-7.8	.	-3.8
45	.	-2.8	?	.	32.1

Remaining list, next part.
cpd	SMILES	GDH-TPI counter	CCHFV vOTU inh	Mtb BioA inh	MazF activator	VHR inh abs
46	CCOC(=O)C1=C(C)OC(N)=C(C#N)C1c1cc2ccccc2nc1N1CCCCC1 (stereo not drawn)	.	.	.	28.9	7.6
47	Cc1ccc(C(C)C)c(OCC(=O)NNC(=O)Cc2ccc(S(=O)(=O)N3CCOCC3)s2)c1	3.2	9.0	-0.8	-3.7	.
48	CCC(C)NC(=O)C(CCSC)NC(=O)c1ccccc1 (stereo not drawn)	0.0	-6.4	.	-4.2	20.8
49	CCNC(=O)N(CC)C[C@H]1N[C@@](Cc2ccccc2)(C(=O)OC)[C@H]2C(=O)N(Cc3ccccc3)C(=O)[C@@H]12	-12.5	14.3	-0.6	5.3	.
50	CCN(CC)CCNC(=O)CCn1nc(-c2ccc(Cl)cc2)ccc1=O	1.3	-3.5	-1.1	2.8	24.0
51	COc1cc2c(cc1OC)-c1cc(NC3CCCCCCC3)nc(=O)n1CC2	21.1	15.3	12.8	-3.0	32.0
52	CNCCc1c[nH]c2ccccc12	3.6	.	-1.2	1.7	12.5

cpd	Mtb UGM inh	FBA Mtb inh	FadD28 binding	Rv3671c protease	BoNT-F LC inh
46	4.8	.	.	6.5	.
47	3.1	-1.4	-1.3	-0.2	-3.8
48	-1.1	1.7	-2.2	1.5	0.2
49	-0.3	1.0	-3.3	3.6	-0.4
50	0.0	1.8	0.1	-2.0	4.5
51	0.6	8.8	-4.6	-0.5	0.0
52	-3.6	3.4	-1.6	-2.6	-1.8

One compound at a time (already shown).
CCN(CC)CCNC(=O)CCn1nc(-c2ccc(Cl)cc2)ccc1=O across the screens: GDH-TPI counter = 1.3; CCHFV vOTU inh = -3.5; Mtb BioA inh = -1.1; MazF activator = 2.8; VHR inh abs = 24.0; Mtb UGM inh = 0.0; FBA Mtb inh = 1.8; FadD28 binding = 0.1; Rv3671c protease = -2.0; BoNT-F LC inh = 4.5
CCC(C)NC(=O)C(CCSC)NC(=O)c1ccccc1 (stereo not drawn) across the screens: GDH-TPI counter = 0.0; CCHFV vOTU inh = -6.4; Mtb BioA inh = .; MazF activator = -4.2; VHR inh abs = 20.8; Mtb UGM inh = -1.1; FBA Mtb inh = 1.7; FadD28 binding = -2.2; Rv3671c protease = 1.5; BoNT-F LC inh = 0.2
CCNC(=O)N(CC)C[C@H]1N[C@@](Cc2ccccc2)(C(=O)OC)[C@H]2C(=O)N(Cc3ccccc3)C(=O)[C@@H]12 across the screens: GDH-TPI counter = -12.5; CCHFV vOTU inh = 14.3; Mtb BioA inh = -0.6; MazF activator = 5.3; VHR inh abs = .; Mtb UGM inh = -0.3; FBA Mtb inh = 1.0; FadD28 binding = -3.3; Rv3671c protease = 3.6; BoNT-F LC inh = -0.4
